# IDE act – human IDE activators in live cells, primary screen, fluorescence polarization, HEK cells, FAbeta-B substrate | Insulin-degrading enzyme (Homo sapiens), P14735 | 340,000 tested, 0.073% active | FAbeta-B cleavage; 0% vehicle, 100% cell-free pure enzyme wells | activation, % at 5.96 µM;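 active means activation above the mean of all tested compounds plus 3 SD, set per screening campaign, cut at about 17% in these data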
# CRFR2-BP ag – agonists of CRF-BP/CRF-R2 complex, primary screen, cell-based, HEK293, calcium dye fluorescence, uHTS; calcium dye fluorescence (FLIPR); percent of saturating CRF peptide response; activation, % at 13.2 µM; AID 588473, 2011; CRF-binding protein / CRF receptor 2 complex (human); 350,000 tested, 0.46% active;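 active means activation of at least 50%, plus an integration ratio under a set limit after plate pattern correction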;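 further: plate controls were neutral control wells without compound for no effect and CRF at EC100 for full effect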
# CHRM4 PAM – human M4 muscarinic receptor positive allosteric modulators, primary screen, CHO-K1 cells, Fluo-8 calcium fluorescence. Muscarinic acetylcholine receptor M4 (Homo sapiens), P08173. CHO-K1 hM4/Gqi5, ACh EC20; 0% = ACh EC20, 100% = maximal ACh. activation, % at 3 µM. 360,000 tested, 0.4% active. AID 624126, 2012;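 active means activation above its plate's cutoff, the mean activation of sample wells plus 3 SD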; further: some results filed as inactive read as strong as hits
# p-CIP stab down – p/CIP-EGFP fusion destabilizers, primary screen, fluorescence, F442A cells. decrease of EGFP signal, % at 10 µM. 290,000 tested, 0.01% active. Q05BA5. 16 h;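 active means EGFP signal decrease of at least 30% at 10 µM or well 3 SD below plate mean, unless failing retest; inactive means the rest, including hits failing retest or dose response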; further: some compounds called inactive have numbers as strong as hits; many of its hits are not listed in these tables
# Target sequence (Q05BA5 1-1403): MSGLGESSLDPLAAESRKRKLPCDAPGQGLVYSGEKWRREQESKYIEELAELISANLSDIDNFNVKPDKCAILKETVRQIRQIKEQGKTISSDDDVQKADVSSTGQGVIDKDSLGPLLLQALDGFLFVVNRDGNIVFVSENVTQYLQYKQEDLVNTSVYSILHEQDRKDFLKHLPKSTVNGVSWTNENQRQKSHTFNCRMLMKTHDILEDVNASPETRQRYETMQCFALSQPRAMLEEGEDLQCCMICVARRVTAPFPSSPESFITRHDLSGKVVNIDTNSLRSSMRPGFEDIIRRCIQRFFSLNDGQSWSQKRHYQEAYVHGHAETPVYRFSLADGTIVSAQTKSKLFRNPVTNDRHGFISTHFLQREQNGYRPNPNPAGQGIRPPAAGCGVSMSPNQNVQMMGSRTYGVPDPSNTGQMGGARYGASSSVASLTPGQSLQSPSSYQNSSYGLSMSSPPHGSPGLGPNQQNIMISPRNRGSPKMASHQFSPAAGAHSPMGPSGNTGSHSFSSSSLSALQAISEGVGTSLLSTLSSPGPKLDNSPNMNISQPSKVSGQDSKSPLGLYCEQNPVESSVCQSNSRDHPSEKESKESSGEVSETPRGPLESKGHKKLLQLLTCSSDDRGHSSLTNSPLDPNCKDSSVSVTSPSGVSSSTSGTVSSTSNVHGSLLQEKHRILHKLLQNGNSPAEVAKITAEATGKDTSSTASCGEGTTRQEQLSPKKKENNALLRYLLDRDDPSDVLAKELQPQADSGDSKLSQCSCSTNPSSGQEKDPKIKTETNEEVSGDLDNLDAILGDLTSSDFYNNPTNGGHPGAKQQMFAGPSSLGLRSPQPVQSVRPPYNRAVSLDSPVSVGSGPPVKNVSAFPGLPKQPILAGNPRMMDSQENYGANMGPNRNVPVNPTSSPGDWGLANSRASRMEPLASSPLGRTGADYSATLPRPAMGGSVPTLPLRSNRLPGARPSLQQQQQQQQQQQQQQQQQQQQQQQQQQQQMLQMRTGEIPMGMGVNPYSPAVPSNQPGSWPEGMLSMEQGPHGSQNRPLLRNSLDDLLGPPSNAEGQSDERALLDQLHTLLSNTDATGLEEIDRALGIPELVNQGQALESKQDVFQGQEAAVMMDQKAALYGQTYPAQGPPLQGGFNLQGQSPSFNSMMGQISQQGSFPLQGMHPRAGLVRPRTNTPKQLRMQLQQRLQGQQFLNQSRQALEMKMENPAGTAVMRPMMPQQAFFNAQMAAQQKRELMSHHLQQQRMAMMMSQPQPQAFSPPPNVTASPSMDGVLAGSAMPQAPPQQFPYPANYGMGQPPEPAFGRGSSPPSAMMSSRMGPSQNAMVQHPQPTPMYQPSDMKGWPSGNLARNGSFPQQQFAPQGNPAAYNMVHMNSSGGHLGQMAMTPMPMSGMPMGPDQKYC
# PHOSPHO1 block – PubChem AID 1565; recombinant PHOSPHO1, absorbance phosphatase assay; 290,000 tested, 1.1% active; inhibition, % at 13.3 µM; in the data active means inhibition above about 60%
# CRFR2-BP antag – antagonists of CRF-BP/CRF-R2 complex, primary screen, cell-based, HEK293, calcium dye fluorescence, uHTS; AID 588475, 2011; inhibition, % at 11.8 µM; CRF-induced calcium fluorescence; 350,000 tested, 0.59% active;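 active means inhibition of the ligand-induced calcium signal above about 50% at the single tested concentration, limit read from the data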
# GalR3 antagonist – GalR3 antagonists in HEK293 cells, primary screen, cell-based, fluorescence readout; Galanin receptor type 3 (Homo sapiens), O60755; inhibition, % at 3 µM; AID 651719, 2012; 360,000 tested, 0.44% active; HEK293 GalR3-CNG cAMP membrane potential fluorescence; galR3 body fused to GalR1 C-terminus;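 active means inhibition above the screen-wide average plus 3 SD, cut at about 13% in these data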;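 further: forskolin and galanin both at EC90 stimulate the cells; cAMP rise reported by CNG channel membrane potential dye signal; 0% = forskolin plus galanin with DMSO and 100% = forskolin alone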
# MEKK3 PB1 HTS – modulators of MEKK3-MEK5 PB1 binding, primary screen, biochemical, wildtype MEKK3, multiplex bead flow cytometry, Alexa488-MEK5; Mitogen-activated protein kinase kinase kinase 3 (Homo sapiens), Q99759; bead-based flow cytometry, Alexa488-MEK5 binding to MEKK3; actives lie on both sides; 0 = blocked by unlabeled MEK5, 100 = vehicle; binding response (% of control), % at 10 µM; 290,000 tested, 1.4% active; AID 1529, 2009;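 active means binding response more than 3 SD above or below the average of its plate-row segment, actives on both sides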;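 further: Alexa488 bead fluorescence after subtracting the streptavidin-only scavenger bead signal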
# IDE inh – human IDE inhibitors in live cells, primary screen, fluorescence polarization, HEK cells, FAbetaB substrate; Insulin-degrading enzyme (Homo sapiens), P14735; 320,000 tested, 0.41% active; FAbetaB cleavage; inhibition, % at 5.59 µM;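 active means percent inhibition above the average of all tested compounds plus 3 SD, set per screening campaign, cut at about 16% in these data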;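 further: IDE supplied by intact live HEK cells; FP after avidin binding of uncleaved biotin substrate so inhibition keeps polarization high; 0% = DMSO wells and 100% = 60 µM reference IDE inhibitor Ii1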
# * = called active by the depositor; x = no result given.
SMILES,IDE act,CRFR2-BP ag,CHRM4 PAM,p-CIP stab down,PHOSPHO1 block,CRFR2-BP antag,GalR3 antagonist,MEKK3 PB1 HTS,IDE inh
Cc1nc(SC(C(N)=O)c2ccccc2)c(C#N)c(C)c1C (stereo unspecified),x,-0.1,-1.1,20.2,37.1,-3.6,-4.0,102.0,0.9
COc1ccc(C2CC2/C(=N/O)c2ccccn2)cc1 (stereo unspecified),-1.7,2.5,6.1,2.0,-20.5,38.7,-5.3,111.0,-1.9
O=S1(=O)C=CC(Nc2ccccc2)C1 (stereo unspecified),3.7,-1.7,5.4,-18.0,52.9,18.7,0.9,100.0,-8.7
COc1cc2nc(-c3ccc(Br)o3)oc(=O)c2cc1OC,3.3,-3.8,10.7,-10.8,-15.6,9.8,-1.4,105.0,0.2
CC1CCN(CC(=O)N2CCN(c3ccccc3)CC2)CC1,1.3,-0.3,-4.8,2.4,18.9,-8.6,-2.5,100.0,-0.9
Cc1noc(NC(=O)c2ccccc2Cl)c1C#N,2.1,0.5,1.7,-1.8,-10.0,0.9,-1.1,102.0,-3.2
CCC(=O)Nc1ccc(C(=O)Nc2ccc(Br)cc2F)cc1,3.4,0.0,2.0,-5.6,31.1,-3.4,-4.9,101.0,-5.0
CCC(C(=O)N/N=C/c1cccnc1)c1ccccc1 (stereo unspecified),3.2,-0.5,-0.2,-1.5,35.2,15.5,-1.7,100.0,-2.1
CCOC(=O)/C(C#N)=C/c1cccc([N+](=O)[O-])c1,0.1,-1.4,-0.4,2.3,63.9*,13.6,-7.8,114.0,1.7
CC(C)CNC(=O)CSc1nnc(-c2ccccn2)n1Cc1ccccc1,9.2,-0.8,2.6,-9.1,14.4,25.1,-3.9,102.0,-2.6

# Three entries already listed, arranged by the value under p-CIP stab down, rising:
structure | IDE act | CRFR2-BP ag | CHRM4 PAM | p-CIP stab down | PHOSPHO1 block | CRFR2-BP antag | GalR3 antagonist | MEKK3 PB1 HTS | IDE inh
CC(C)CNC(=O)CSc1nnc(-c2ccccn2)n1Cc1ccccc1 | 9.2 | -0.8 | 2.6 | -9.1 | 14.4 | 25.1 | -3.9 | 102.0 | -2.6
CCC(=O)Nc1ccc(C(=O)Nc2ccc(Br)cc2F)cc1 | 3.4 | 0.0 | 2.0 | -5.6 | 31.1 | -3.4 | -4.9 | 101.0 | -5.0
CCOC(=O)/C(C#N)=C/c1cccc([N+](=O)[O-])c1 | 0.1 | -1.4 | -0.4 | 2.3 | 63.9* | 13.6 | -7.8 | 114.0 | 1.7

# Following part
SMILES,IDE act,CRFR2-BP ag,CHRM4 PAM,p-CIP stab down,PHOSPHO1 block,CRFR2-BP antag,GalR3 antagonist,MEKK3 PB1 HTS,IDE inh
CC(C)OP(=O)(OC(C)C)C(Nc1ccccc1)c1ccccc1C(F)(F)F (stereo unspecified),4.3,0.8,-3.3,-12.1,1.5,-34.4,-1.7,104.0,-4.6
COc1ccc(C(=O)C[n+]2cccc(C)c2C)cc1[N+](=O)[O-],-2.1,-0.2,-0.8,8.8,11.7,-5.0,-5.0,55.0,-4.8
COc1cccc(/C=C2\C(=O)C(=O)c3ccccc32)c1,-3.5,-3.4,-1.8,-8.7,19.7,76.3*,-7.0,107.0,0.2
Cc1cc(=O)oc2cc(OC(C)C(=O)N3CCCc4ccccc43)ccc12 (stereo unspecified),1.2,-2.0,-1.4,7.6,-5.7,-3.7,-1.3,99.0,4.6
CCOC(=O)N1CCN(C/C(Cl)=C/c2ccccc2)CC1,4.0,-0.3,-0.1,9.6,x,13.3,-3.6,100.0,2.8
COc1ccc(/C=c2\sc3nc(-c4ccccc4OC)nn3c2=O)c(OC)c1,5.5,-0.1,17.6,-10.4,39.9,23.8,-2.3,101.0,7.9
CCOC(=O)c1c(C)[nH]c(C)c1C(=O)COC(=O)[C@@H]1CCCN1S(=O)(=O)c1ccc(Cl)cc1,5.3,0.5,-11.5,-4.8,1.7,-1.1,-5.0,94.0,1.5
CCn1c(O)c(N=NC(=O)CNC(=O)c2ccccc2F)c2ccccc21,-1.2,-0.4,-3.4,5.8,57.9,-18.6,2.1,101.0,-4.2
Cn1cccc1C(=O)NC(=O)COC(=O)C12CC3CC(CC(O)(C3)C1)C2,-2.5,-1.4,5.1,4.5,3.0,13.0,1.3,99.0,2.1
CCCn1nc(C(=O)NNC(=O)c2cccc(S(=O)(=O)NC(C)C)c2)c2ccccc2c1=O,4.1,-0.1,-0.5,-12.7,27.6,9.2,1.5,101.0,6.1
O=c1[nH]c2cc3c(cc2cc1C(c1nnnn1Cc1ccccc1)N1CCN2CCCC2C1)OCCO3 (stereo unspecified),-2.0,5.6,-3.3,-7.2,18.9,-17.6,0.5,103.0,1.7
COc1ccc(N(CC(=O)Nc2ccc(OC)cc2OC)S(=O)(=O)c2ccccc2)cc1,3.7,1.1,5.4,-6.3,11.7,0.9,-1.5,54.0,5.4
O=C(CCc1c[nH]c2ccccc12)NCC(=O)Nc1ccc(F)c(F)c1F,3.3,1.1,-6.8,-31.2,13.3,3.6,-5.9,100.0,-0.9
CN(Cc1cccs1)C(=O)CCc1ccc(S(=O)(=O)N2CCOCC2)cc1,2.9,-0.3,3.3,-11.6,9.7,4.1,5.3,96.0,2.3
Cc1ccccc1N(CC(=O)Nc1ccc(F)cc1)S(C)(=O)=O,3.4,0.2,-0.8,-7.9,-17.8,2.7,-2.4,101.0,-4.5
CC(C)N(CCNCC(O)COc1ccc(C(C)(C)c2ccccc2)cc1)C(C)C (stereo unspecified),-1.3,5.3,-17.1,-12.7,31.7,-37.5,-8.6,109.0,12.6
CCOC(=O)c1nc2sc3c(c2c(=O)[nH]1)CCC(C)C3 (stereo unspecified),4.9,0.7,-2.0,0.0,18.8,-4.7,1.3,82.0,-2.5
O=C(NC1CC1)c1cccc(Oc2ccccc2)c1,-1.5,2.7,-3.0,-4.3,39.0,-8.7,-12.0,95.0,3.6

# An excerpt from above in order of number of heavy atoms, smallest number first.
SMILES,IDE act,CRFR2-BP ag,CHRM4 PAM,p-CIP stab down,PHOSPHO1 block,CRFR2-BP antag,GalR3 antagonist,MEKK3 PB1 HTS,IDE inh
O=C(NC1CC1)c1cccc(Oc2ccccc2)c1,-1.5,2.7,-3.0,-4.3,39.0,-8.7,-12.0,95.0,3.6
CCOC(=O)c1nc2sc3c(c2c(=O)[nH]1)CCC(C)C3 (stereo unspecified),4.9,0.7,-2.0,0.0,18.8,-4.7,1.3,82.0,-2.5
Cc1ccccc1N(CC(=O)Nc1ccc(F)cc1)S(C)(=O)=O,3.4,0.2,-0.8,-7.9,-17.8,2.7,-2.4,101.0,-4.5
Cn1cccc1C(=O)NC(=O)COC(=O)C12CC3CC(CC(O)(C3)C1)C2,-2.5,-1.4,5.1,4.5,3.0,13.0,1.3,99.0,2.1
CCn1c(O)c(N=NC(=O)CNC(=O)c2ccccc2F)c2ccccc21,-1.2,-0.4,-3.4,5.8,57.9,-18.6,2.1,101.0,-4.2
COc1ccc(/C=c2\sc3nc(-c4ccccc4OC)nn3c2=O)c(OC)c1,5.5,-0.1,17.6,-10.4,39.9,23.8,-2.3,101.0,7.9
CC(C)N(CCNCC(O)COc1ccc(C(C)(C)c2ccccc2)cc1)C(C)C (stereo unspecified),-1.3,5.3,-17.1,-12.7,31.7,-37.5,-8.6,109.0,12.6
COc1ccc(N(CC(=O)Nc2ccc(OC)cc2OC)S(=O)(=O)c2ccccc2)cc1,3.7,1.1,5.4,-6.3,11.7,0.9,-1.5,54.0,5.4
CCOC(=O)c1c(C)[nH]c(C)c1C(=O)COC(=O)[C@@H]1CCCN1S(=O)(=O)c1ccc(Cl)cc1,5.3,0.5,-11.5,-4.8,1.7,-1.1,-5.0,94.0,1.5
O=c1[nH]c2cc3c(cc2cc1C(c1nnnn1Cc1ccccc1)N1CCN2CCCC2C1)OCCO3 (stereo unspecified),-2.0,5.6,-3.3,-7.2,18.9,-17.6,0.5,103.0,1.7
